HePTP inhibitor – blocks human HePTP tyrosine phosphatase | AID 521 | inhibition, % at 20 µM | actives 0.64% (n = 110,000) | recombinant HePTP phosphatase activity, OD absorbance; in the data active means inhibition above about 50%;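 further: plate controls were vehicle for no effect and reference inhibitor for full effect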
Target sequence (P35236 whole entry, looked up): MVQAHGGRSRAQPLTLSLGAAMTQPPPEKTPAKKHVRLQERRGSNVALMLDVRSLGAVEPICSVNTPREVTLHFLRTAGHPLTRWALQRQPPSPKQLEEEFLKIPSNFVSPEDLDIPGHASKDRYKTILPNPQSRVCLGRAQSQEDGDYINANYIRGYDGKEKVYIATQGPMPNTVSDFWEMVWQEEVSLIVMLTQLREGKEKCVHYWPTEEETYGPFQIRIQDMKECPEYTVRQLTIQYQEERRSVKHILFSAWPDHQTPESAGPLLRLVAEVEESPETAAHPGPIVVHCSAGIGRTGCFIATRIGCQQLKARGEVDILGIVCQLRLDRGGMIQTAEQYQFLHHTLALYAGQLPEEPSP
BAP1 inh – inhibitors of human BAP1 deubiquitinase. recombinant BAP1, Ub-AMC hydrolysis fluorescence kinetic; hits give low values. activity remaining (% of control), % at 20 µM. actives 0.48% (n = 72,000). AID 436;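 active means activity remaining at or below 50% of control, provided the compound also passes the data quality filters; inactive means the rest, including low values that fail the filters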;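 further: 100% = DMSO wells rate and 0% = substrate alone blank rate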
Target sequence (Q92560 whole entry, looked up): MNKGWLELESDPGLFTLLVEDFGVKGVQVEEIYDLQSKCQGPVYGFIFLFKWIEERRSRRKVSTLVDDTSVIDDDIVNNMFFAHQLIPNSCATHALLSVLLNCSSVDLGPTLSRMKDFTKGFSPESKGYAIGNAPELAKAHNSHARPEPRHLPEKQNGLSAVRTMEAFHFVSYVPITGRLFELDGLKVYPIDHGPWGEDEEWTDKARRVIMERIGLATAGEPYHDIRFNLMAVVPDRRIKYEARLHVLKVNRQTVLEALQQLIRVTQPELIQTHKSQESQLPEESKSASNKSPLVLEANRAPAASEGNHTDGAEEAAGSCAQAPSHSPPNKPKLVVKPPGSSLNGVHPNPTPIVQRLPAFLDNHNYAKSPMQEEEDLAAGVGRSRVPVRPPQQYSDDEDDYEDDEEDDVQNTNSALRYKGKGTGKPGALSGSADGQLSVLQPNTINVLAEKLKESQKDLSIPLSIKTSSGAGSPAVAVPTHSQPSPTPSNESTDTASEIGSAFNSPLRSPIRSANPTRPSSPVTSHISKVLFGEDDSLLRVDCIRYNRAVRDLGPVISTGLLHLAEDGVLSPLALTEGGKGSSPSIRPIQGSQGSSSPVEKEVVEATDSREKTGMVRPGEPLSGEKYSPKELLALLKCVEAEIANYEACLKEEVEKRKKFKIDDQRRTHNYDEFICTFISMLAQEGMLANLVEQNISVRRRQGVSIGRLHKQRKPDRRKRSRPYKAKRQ
* marks the source's active call; other numbers are inactive results; / = no result given; & = joins results of further samples. Rows are unselected, and some 0.83% of all compounds hit somewhere here.

The line under a structure holds: HePTP inhibitor	BAP1 inh
CCOC(=O)C(C)Sc1nc2c(c(=O)[nH]c(=O)n2C)n1C (centres undefined)
  /	94
O=C(N/N=C/c1cccc2ccccc12)C(=O)N1CCCC1
  3	/
COc1ccc(CNC(=O)CN(CC2CCCO2)C(=O)CNS(=O)(=O)c2ccccc2)cc1 (centres undefined)
  6	91
CC1=C(C(=O)OCc2ccccc2)C(c2cccc(F)c2)C2=C(CCCC2=O)N1 (centres undefined)
  2	/
COC(=O)CSc1nnc(-c2cnccn2)n1C
  -8	102
CC(=O)Oc1ccc2c3c(c(=O)oc2c1C)CCCC3
  7	295
COc1ccccc1C(=O)NCCn1cc(SCC(=O)Nc2nnc(C)s2)c2ccccc21
  7	99
COc1ccc(CCN2C(=O)C3C4C=CC(C4)C3C2=O)cc1OC (centres undefined)
  8	118
COc1ccccc1C(=O)Nc1cc2nn(-c3ccc(C)cc3)nc2cc1C
  6	/
Cc1ccc(N(Cc2ccc(C(=O)Nc3cccnc3)cc2)S(C)(=O)=O)cc1C
  -2	/
CC(C)(C)C1=NN(C(=O)c2ccc([N+](=O)[O-])cc2)C(O)(C(F)(F)F)C1 (centres undefined)
  -16	/
N#CCC(=O)NNC(=O)COc1cccc2ccccc12
  2	/
O=C(Nc1ccc(F)c(F)c1)c1ccc2c(c1)OCO2
  1&-14	94
O=C(c1ccc(Cl)cc1)N1N=C(c2cccc([N+](=O)[O-])c2)CC1(O)C(F)(F)F (centres undefined)
  6	/
C[n+]1cccc(C(=O)NCCOC(=O)Cc2ccccc2)c1
  7	/
Cc1nnc(NC(=O)c2ccco2)s1
  11	97&137
CCn1c(N)c(C(=O)NC2CCCCC2)sc1=S
  /	85
O=C1c2ccc3c4c(ccc(c24)C(=O)N1c1ccc2c(c1)oc1ccccc12)CC3
  20	/
Cn1c(N)c(C#N)c(C#N)c1-c1ccccc1
  7	54
Cc1c(N2C(=O)C(C)SC23C(=O)Nc2ccccc23)c(=O)n(-c2ccccc2)n1C (centres undefined)
  3	61
CN1c2ccccc2N(C)C1c1ccc(F)cc1
  /	55
O=C1/C(=C\c2cccc([N+](=O)[O-])c2)SC(=S)N1c1ccccc1
  7	/
Nc1ccc(-c2nc3ccc(-c4ccc5nc(-c6ccc(N)cc6)[nH]c5c4)cc3[nH]2)cc1
  -4	/
Cc1ccc(C(=O)Nc2ccccc2C(=O)O)cc1
  -2	/
O=[N+]([O-])c1ccc(N/N=C/c2cccc(Oc3ccccc3)c2)cc1
  -7	/
O=[N+]([O-])c1cccc(CNC23CC4CC(CC(C4)C2)C3)c1
  11	/
CC(C)c1[nH]nc2c1C(c1cccnc1)C(C#N)=C(N)O2 (centres undefined)
  0	106
CC(C)n1c(N2CCN(C(=O)N3CCCCC3)CC2)nc2ccccc21
  5	106
c1ccc(Cc2nnc3n2CCCCC3)cc1
  -8	95
CCc1cc2c(=O)n(C(C)C(=O)OC3CCCCC3)cnc2s1 (centres undefined)
  -5	83

A draw from above in order of molecular weight, ascending:
The line under a structure holds: HePTP inhibitor	BAP1 inh
c1ccc(Cc2nnc3n2CCCCC3)cc1
  -8	95
CC(C)c1[nH]nc2c1C(c1cccnc1)C(C#N)=C(N)O2 (centres undefined)
  0	106
CCn1c(N)c(C(=O)NC2CCCCC2)sc1=S
  /	85

Following part
The line under a structure holds: HePTP inhibitor	BAP1 inh
COc1ccc(-c2nnn(CC(=O)OC3CCCCC3)n2)cc1OC
  -8	152
O=C(CSc1nc2ccccc2[nH]1)NCCCn1ccnc1
  4	68
O=C1C(=Cc2ccccc2)C(=O)c2ccccc21
  -2	/
Cc1sc(/N=C/c2cc(Br)ccc2O)c(C#N)c1C
  -3	/
COC(=O)C1=C(NC(=O)c2ccc(OC)cc2OC)CCS1
  /	191
CN(C)c1cccc(C(=O)Nc2cccc(F)c2)c1
  5	68
Cc1ccc(N2C(=O)CC(N3CCN(C)CC3)C2=O)cc1 (centres undefined)
  2	/
COc1cccc(C2C(C#N)=C(N)Oc3cc(C)n(Cc4ccccn4)c(=O)c32)c1OC (centres undefined)
  10	108
CCN1CCN(CC(=O)Nc2cccc(C)c2C)C(=O)C1=O
  6	101
Cc1ccc(NCN2C(=O)CSC2=O)c(C)c1
  4	/
COc1cc(-c2nnc3sc(-c4ccncc4)nn23)cc(OC)c1OC
  -8	82
CC(C)n1c(-c2ccco2)csc1=Nc1cccnc1
  4	88
Cc1ccc(S(=O)(=O)NCc2ccncc2)cc1
  4	98
Cc1ccc(C(=O)Nc2cccc(NC(=O)c3ccc(C)c(C)c3)c2)cc1
  3	/
Cc1onc(-c2ccccc2Cl)c1C(=O)N1CCC(Cc2ccccc2)CC1
  -11	/
COc1cc(OC)cc(C(=O)NCc2cccnc2)c1
  7	88
CC(=O)c1cc2c(cc1NS(=O)(=O)c1ccc3c(c1)OCCO3)OCO2
  9	87
Cc1nccn1CC(O)COC1CCCCC1 (centres undefined)
  5	85
O=C(Nc1cccc(Cl)c1)N1CCN(Cc2ccccc2)CC1
  12	97
O=C(O)C(NS(=O)(=O)c1ccc(Br)cc1)C(O)c1ccccc1 (centres undefined)
  -9	/
c1cncc(-c2nc3cc(Cc4ccc5oc(-c6cccnc6)nc5c4)ccc3o2)c1
  3	103
CCOC(=O)CCCNC(=O)COC(=O)c1cccc(C)c1O
  5	/
Cc1nc2c(n1O)CCC/C2=N\O
  -6	105
Cc1cnc(C)c(N2CCC(C(=O)NCc3ccco3)CC2)n1
  5	93
CC(=O)Nc1cccc(C(=O)OCc2ccccc2)c1
  5	90
N/C(=N\c1nc2ccccc2o1)NC(=O)c1cccc(F)c1
  -2	/
COCCn1c(=O)[nH]c2cc(C(=O)N3CCN(c4ccccc4OC)CC3)ccc2c1=O
  10	87
C=CCn1c(SCC(=O)N2CCOCC2)nc2scc(-c3ccco3)c2c1=O
  6	157
Cc1ccc(C23CC4CC(C2)CC(c2csc(N)n2)(C4)C3)cc1
  -7	/
COC(=O)c1ccc(/C=C2\SC(=O)N(NC(=O)c3ccc([N+](=O)[O-])cc3)C2=O)cc1
  -2	/
CCC(=O)Nc1nc(C23CC4CC(CC(C4)C2)C3)c(C)s1
  6	/
Cc1cc(C)c2c(n1)nn1c(NCCCN3CCOCC3)cc(C)nc21
  2	/
CCOc1ccc(CNC(=O)C(CC)n2nc(C)n3c(cc4occc43)c2=O)cc1OC (centres undefined)
  2	97
Cc1ccc(NC2C=CS(=O)(=O)C2)cc1C (centres undefined)
  5	/
CCOc1ccc(NC(=O)c2ccc(S(=O)(=O)N3CCOCC3)cc2)c([N+](=O)[O-])c1
  -13	/
O=C(COC(=O)CNC(=O)c1ccc(Br)o1)Nc1ccc2c(c1)OCCO2
  4	127
CC1(C)CC(=O)C2=C(C1)Nc1ccccc1NC2c1nc2ccccc2[nH]1 (centres undefined)
  7	82
O=C(COc1ccc(Br)cc1)Nc1ccc(-c2nc3ccccc3s2)cc1
  4	/
COc1ccc(/C=C2/SC(N3CCN(C(=O)CN4C(=O)S/C(=C\c5ccccc5F)C4=O)CC3)=NC2=O)cc1
  0	/
Cc1cc(C(=O)NC(C)C)on1
  6	83
COc1ccc(OC)c(NC(=O)CSc2nnc(C)n2Cc2ccccc2)c1
  1	143
Cc1cccc(NC(=O)c2c(C)c(-c3ccccc3)nc3ccccc23)c1C
  -17	/
COc1cccc(OC)c1C(=O)Nc1ccc(CN2CCCCC2)cc1
  -9	65
CC(=O)N(C(C)=O)c1ccc2nc(C)[nH]c(=O)c2c1
  -1	89
NC1=CC(=O)c2cccc3cccc1c23
  9	45*
COc1cccc(NS(=O)(=O)c2cc(C)sc2C)c1
  0	92
CC(C)c1ccc(C(Nc2ccccn2)c2ccc3cccnc3c2O)cc1 (centres undefined)
  /	163
CCOC(=O)/C(C#N)=C/c1ccc(OCc2c(C)no[n+]2[O-])c(OC)c1
  -5	/
Cc1cccc(OCC(=O)N2CCc3ccccc3C2)c1
  5	/
Oc1ccc(-c2nc(-c3ccc(O)c(O)c3)cs2)cc1
  9	71
COc1ccc(CNc2ccc3c(c2)nc(C)n3C)cc1OC
  -4	/
CCS(=O)(=O)N1CCN(C(=O)CC(C)C)CC1
  4	105
NC(=O)c1cccc(N=Cc2ccc(OCc3ccccc3)cc2)c1
  5	/
CN(C)c1ccc(NC(=O)CC2NCCNC2=O)cc1 (centres undefined)
  1	94
Cc1cc(C)cc(C=C2C(=O)c3ccccc3C2=O)c1
  -8	/
COc1cc(NC(=O)c2nn3c(c2Cl)NC(c2cccs2)CC3C(F)(F)F)cc([N+](=O)[O-])c1 (centres undefined)
  6	/
CC1CCCCN1C(=O)c1cc2nc(-c3cccs3)cc(C(F)(F)F)n2n1 (centres undefined)
  -17	/
Cc1ccc(-c2csc(NC(=O)c3ccccc3Cl)n2)cc1
  0	/
CC(C)Oc1ccc(C2CC(=O)N(c3cccc(C(=O)O)c3)C2=O)cc1 (centres undefined)
  -1	96
c1ccc2c(c1)CCCN2Cc1nnnn1CC1CCCO1 (centres undefined)
  -3	96

Next part
The line under a structure holds: HePTP inhibitor	BAP1 inh
Cc1ccc(OCC(=O)N/N=C\c2ccco2)cc1
  4	/
COc1ccc(OC)c(/C=C/C(=O)Nc2ccc(C)c(Cl)c2)c1
  7	/
CCc1nnc(NC(=O)CSc2nnc(COc3ccc(C#N)cc3)n2-c2ccccc2)s1
  12	61
Cc1nnc(SCc2cc(=O)[nH]c(N3CCN(Cc4ccccc4)CC3)n2)s1
  12	107
CCC(c1nnnn1Cc1ccc(F)cc1)N(CCCO)Cc1cc2cc3c(cc2[nH]c1=O)OCO3 (centres undefined)
  -13	/
Cc1ccc(N2C(=O)CC(Sc3nc(C)cc(C)n3)C2=O)cc1 (centres undefined)
  -8	/
O=C1CC(c2ccccc2)CC2=C1C(c1cc(Br)ccc1F)Nc1ccccc1N2 (centres undefined)
  3	/
O=C(Nc1ccccc1)N1CCN(C(=O)Nc2ccccc2)CC1
  0	/
Cc1[nH]c(=O)[nH]c(=O)c1S(=O)(=O)N1CCCC(C(=O)NCCc2ccc(Cl)cc2)C1 (centres undefined)
  2	101
Cc1ccc(S(=O)(=O)NC(CC(=O)NC2CCCC2)c2ccco2)cc1 (centres undefined)
  5	76
CCOC(=O)C1(C)C=C(Nc2ccc(Cl)cc2)C(=O)N1c1ccc(Cl)cc1 (centres undefined)
  4	/
CCn1c(=O)c(C(=O)Nc2ccccc2Br)c(O)c2ccccc21
  -14	/
c1ccc2oc(SCc3cn4ccsc4n3)nc2c1
  4	114
COc1ccccc1CCn1cnc2c3cc(C)ccc3n(C)c2c1=O
  2	120
C=CCn1c(N)c(C(=O)NCC2CCCO2)sc1=S (centres undefined)
  7&1	92
Cc1nnc(SCCn2c(N3CCCC(C)C3)nc3c2c(=O)n(C)c(=O)n3C)s1 (centres undefined)
  11	86
CC(=O)N(C1=C(N2CCOCC2)C(=O)c2ccccc2C1=O)c1ccccc1
  -14	/
CCN(CC)Cc1cc2ccccc2c2c1COC2
  4&3	82
O=C(C1CCCN(S(=O)(=O)c2ccccc2)C1)N1CCCCCC1 (centres undefined)
  3	90
O=C(COc1ccc(Cl)cc1Cl)NCCCOCC(=O)Oc1ccc(Cl)cc1Cl
  -5	/
CCOC(=O)c1ccccc1NC(=O)CN(c1cccc(OC)c1)S(=O)(=O)c1ccccc1
  -5	/
CCCCCNC(=O)c1ccc(C(=O)NCCCCC)cc1
  4	/
O=C(NC1(C(F)(F)F)NC(=O)N(Cc2ccco2)C1=O)c1cccnc1 (centres undefined)
  7	92
CCOc1ccc(NC(=O)c2cc(Cl)ccc2Cl)cc1
  -3	/
COc1ccc(C(NC(=O)/C=C\c2cccc([N+](=O)[O-])c2)c2ccc(OC)c(OC)c2)cc1OC
  2	/
COCCN(CC(=O)NCc1ccc(OC)cc1)C(=O)CCC(=O)Nc1nccs1
  9	110
CCc1ccccc1N(CC(=O)Nc1ccc(OC)cc1OC)S(C)(=O)=O
  -9	/
CCOC(=O)c1c(NC(=O)c2nn(CC)cc2Br)sc2c1CCCCC2
  -5	872
COc1ccc(/C(O)=C2/C(=O)C(=O)N(CCN(C)C)C2c2ccccn2)cc1OC (centres undefined)
  7	127
Cc1ccc(N2C(=O)CSC2c2ccc(Br)cc2)cc1 (centres undefined)
  -14	/

An excerpt from above in order of the HePTP inhibitor value, ascending:
SMILES	HePTP inhibitor	BAP1 inh
CCc1ccccc1N(CC(=O)Nc1ccc(OC)cc1OC)S(C)(=O)=O	-9	/
CCOC(=O)c1c(NC(=O)c2nn(CC)cc2Br)sc2c1CCCCC2	-5	872
CCOc1ccc(NC(=O)c2cc(Cl)ccc2Cl)cc1	-3	/
O=C(C1CCCN(S(=O)(=O)c2ccccc2)C1)N1CCCCCC1 (centres undefined)	3	90
CCCCCNC(=O)c1ccc(C(=O)NCCCCC)cc1	4	/
COc1ccc(/C(O)=C2/C(=O)C(=O)N(CCN(C)C)C2c2ccccn2)cc1OC (centres undefined)	7	127

(next part)
The line under a structure holds: HePTP inhibitor	BAP1 inh
O=C(CSc1nc2ccc(S(=O)(=O)N3CCOCC3)cc2[nH]1)N1CCOCC1
  4	90
CC(C)CSc1nc2c(c(=O)[nH]c(=O)n2C)n1CC(O)COc1cccc2ccccc12 (centres undefined)
  1	101
CC(C)(C)c1ccccc1OCCN1CCCC1
  -1	95
Cn1c(=O)[nH]c(=O)c2c1nc(SCC(O)CO)n2CC(N)=O (centres undefined)
  /	78
CCCC(=O)NCCCc1nc2ccccc2n1CC
  3	94
CC(CCC(=O)Nc1nncs1)C(=O)O (centres undefined)
  10	79
Cc1ccc(-c2nnn(CC(=O)Nc3cccc4c3CCCC4)n2)o1
  44	77
Cc1ccc(N2C(=O)CSC2c2cccc([N+](=O)[O-])c2)c(C)c1 (centres undefined)
  -1	/
